PHOSPHO1 block = PubChem AID 1565; inhibition, % at 13.3 µM; recombinant PHOSPHO1, absorbance phosphatase assay; hit rate 1.1% among 290,000; in the data active means inhibition above about 60%
p-CIP stab down = p/CIP-EGFP fusion destabilizers, primary screen, fluorescence, F442A cells. Q05BA5. 16 h. decrease of EGFP signal, % at 10 µM. hit rate 0.01% among 290,000;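 active means EGFP signal decrease of at least 30% at 10 µM or well 3 SD below plate mean, unless failing retest; inactive means the rest, including hits failing retest or dose response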; further: some compounds called inactive have numbers as strong as hits; many of its hits are not listed in these tables
Target sequence (Q05BA5 1-1403): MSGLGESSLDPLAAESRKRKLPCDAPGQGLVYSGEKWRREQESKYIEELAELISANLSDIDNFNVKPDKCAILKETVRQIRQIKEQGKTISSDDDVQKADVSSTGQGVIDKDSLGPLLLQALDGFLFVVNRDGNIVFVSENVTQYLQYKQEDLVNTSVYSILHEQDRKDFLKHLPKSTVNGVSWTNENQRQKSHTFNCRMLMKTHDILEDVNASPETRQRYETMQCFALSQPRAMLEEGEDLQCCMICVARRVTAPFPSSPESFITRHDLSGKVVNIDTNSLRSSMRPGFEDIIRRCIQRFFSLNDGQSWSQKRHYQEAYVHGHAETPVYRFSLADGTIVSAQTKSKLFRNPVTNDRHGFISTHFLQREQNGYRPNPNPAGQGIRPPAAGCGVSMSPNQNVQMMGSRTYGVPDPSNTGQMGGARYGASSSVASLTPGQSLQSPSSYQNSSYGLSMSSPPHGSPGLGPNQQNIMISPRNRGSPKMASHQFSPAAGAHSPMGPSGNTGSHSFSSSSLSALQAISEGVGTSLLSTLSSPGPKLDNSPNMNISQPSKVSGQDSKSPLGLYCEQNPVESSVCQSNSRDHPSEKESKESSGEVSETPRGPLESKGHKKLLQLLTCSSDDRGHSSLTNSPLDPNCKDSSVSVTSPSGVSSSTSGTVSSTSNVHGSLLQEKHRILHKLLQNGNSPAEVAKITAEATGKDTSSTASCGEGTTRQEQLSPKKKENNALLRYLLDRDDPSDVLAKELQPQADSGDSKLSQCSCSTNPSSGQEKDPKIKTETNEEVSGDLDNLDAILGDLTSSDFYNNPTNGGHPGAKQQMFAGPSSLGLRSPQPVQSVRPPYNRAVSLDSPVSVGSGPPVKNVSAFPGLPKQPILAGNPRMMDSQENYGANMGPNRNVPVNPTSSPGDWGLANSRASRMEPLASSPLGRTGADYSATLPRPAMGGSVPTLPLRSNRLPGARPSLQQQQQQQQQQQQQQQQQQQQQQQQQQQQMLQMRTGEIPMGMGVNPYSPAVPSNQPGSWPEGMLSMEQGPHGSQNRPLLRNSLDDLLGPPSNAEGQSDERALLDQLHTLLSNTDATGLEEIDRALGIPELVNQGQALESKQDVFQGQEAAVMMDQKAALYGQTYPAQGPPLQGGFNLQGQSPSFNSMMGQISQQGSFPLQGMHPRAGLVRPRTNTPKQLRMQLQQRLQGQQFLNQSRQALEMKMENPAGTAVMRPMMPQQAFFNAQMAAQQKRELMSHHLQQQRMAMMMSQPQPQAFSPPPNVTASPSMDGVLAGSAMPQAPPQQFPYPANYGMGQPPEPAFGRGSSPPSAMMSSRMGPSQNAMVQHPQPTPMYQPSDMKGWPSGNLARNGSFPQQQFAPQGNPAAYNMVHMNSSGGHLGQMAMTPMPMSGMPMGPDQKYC
IMP-1 inh = IMP-1 metallo-beta-lactamase inhibitors, primary screen, biochemical, epi-absorbance readout, Pseudomonas aeruginosa enzyme; metallo-beta-lactamase IMP-1 (Pseudomonas aeruginosa); purified IMP-1, nitrocefin hydrolysis, epi-absorbance fluorescence; inhibition, % at 5.6 µM; hit rate 0.45% among 290,000; AID 1556, 2009;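 active means inhibition above the mean plus 3 SD of all compounds in the same screening run, cut at about 4.5% in these data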;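 further: 0% = IMP-1 with DMSO and 100% = DMSO wells lacking enzyme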
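System: purified recombinant IMP-1 beta-lactamase. Medium: Zinc- and detergent-supplemented HEPES buffer, pH 7.1. Compound: one 5.6 µM dose […]. Schedule: 15 min preincubation plus 25 min reaction at 25 °C. Technique: Epi-absorbance fluorescence, 480 nm excitation, 530 nm emission.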
VIM-2 inhibitor = VIM-2 metallo-beta-lactamase inhibitors, primary screen, biochemical, epi-absorbance readout, Pseudomonas aeruginosa enzyme. purified VIM-2, nitrocefin hydrolysis, epi-absorbance fluorescence. inhibition, % at 5.6 µM. hit rate 0.89% among 290,000;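 active means inhibition above the mean of all tested compounds plus 3 SD, cutoff set per screening run, cut at about 7.5% in these data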;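 further: red hydrolysis product quenches plate fluorescence so inhibitors raise well fluorescence; 0% = enzyme with DMSO and 100% = DMSO without enzyme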
MEKK3 PB1 HTS = modulators of MEKK3-MEK5 PB1 binding, primary screen, biochemical, wildtype MEKK3, multiplex bead flow cytometry, Alexa488-MEK5; Mitogen-activated protein kinase kinase kinase 3 (Homo sapiens), Q99759; bead-based flow cytometry, Alexa488-MEK5 binding to MEKK3; actives lie on both sides; 0 = blocked by unlabeled MEK5, 100 = vehicle; binding response (% of control), % at 10 µM; hit rate 1.4% among 290,000;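 active means binding response more than 3 SD above or below the average of its plate-row segment, actives on both sides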;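 further: Alexa488 bead fluorescence after subtracting the streptavidin-only scavenger bead signal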
IDE cell activ = human IDE activators in live cells, primary screen, fluorescence polarization, HEK cells, FAbeta-B substrate | FAbeta-B cleavage; 0% vehicle, 100% cell-free pure enzyme wells | hit rate 0.073% among 340,000 | Insulin-degrading enzyme (Homo sapiens), P14735 | activation, % at 5.96 µM;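 active means activation above the mean of all tested compounds plus 3 SD, set per screening campaign, cut at about 17% in these data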
HCV NS3 hel inh = inhibitors of HCV NS3 helicase, primary screen, biochemical, Cy5 molecular beacon fluorescence. Hepatitis C virus NS3 helicase. NS3 helicase DNA unwinding. inhibition, % at 10.9 µM. hit rate 0.56% among 290,000. AID 1800, 2009;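 active means inhibition above the mean of all tested compounds plus 3 SD, set per campaign, cut at about 35% in these data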;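 further: 0% = DMSO wells and 100% = thioflavine S control wells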
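Compound dosing – single dose, 10.9 µM nominal final, DMSO 0.8% final · System – NS3 helicase fragment of HCV · Buffer or medium – MOPS pH 6.5, MgCl2, DTT, Tween20, BSA · Signal – Cy5 beacon fluorescence read at start and 1 h · Also added – annealed dual-labelled DNA beacon duplex, ATP-started · Schedule – 1 h at 25 °C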
FID counter = compounds displacing fluorescent DNA intercalator, primary screen, artefact control for HCV NS3 helicase inhibitor project, biochemical, FID fluorescence. hit rate 0.17% among 290,000. inhibition, % at 7.9 µM. DNA fluorescent intercalator displacement; in the data active means inhibition above about 37%;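 further: 0% = vehicle and 100% = reference compound; higher means more ethidium bromide displaced from hairpin DNA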
UBC9 SUMO inh = inhibitors of in vitro SUMOylation cascade, primary screen, biochemical, HTRF, uHTS | inhibition, % at 35 µM | hit rate 0.36% among 290,000 | HTRF SUMOylation assay, SAE1/SAE2 + UBC9; in the data active means inhibition above about 50%, passing the limit was not always enough; further: strong numbers were not always called active
* marks the source's active call; other numbers are inactive results; . = no result given.

SMILES	PHOSPHO1 block	p-CIP stab down	IMP-1 inh	VIM-2 inhibitor	MEKK3 PB1 HTS	IDE cell activ	HCV NS3 hel inh	FID counter	UBC9 SUMO inh
CN1CCN(C(=O)CSc2nc(-c3ccncc3)ccc2C#N)CC1	1	4	-3.4	1.6	101	2	-1	-4	13
CCOC(=O)c1sc2nc(CSc3ccccc3)nc(NCCN(C)C)c2c1C	-4	11	-1.9	1.6	110	-1	-86	17	-4
N#Cc1nc(Cc2ccccc2)oc1NCCc1ccccc1	-3	-4	-5.3	-2.4	103	3	-10	-18	-6
COCCn1c(C(C)C)nc2oc3ccccc3c(=O)c2c1=O	20	-12	-3.7	0.1	98	2	3	-6	6
Cc1ccc2nc(NC(=O)C3CCN(S(=O)(=O)c4cccc5nsnc45)CC3)sc2c1	-6	2	2.2	-2.0	100	-1	21	-4	-10
N#Cc1cnc2nc(SCc3ccccc3)nn2c1	33	1	-0.7	4.8	100	0	12	-2	7
CCOc1ccc(CN2CCSCC2)cc1	40	-2	-2.7	-1.6	102	-2	-7	0	15
Cc1ccc(C=Nc2ccccc2C(N)=O)cc1	-2	-14	-2.1	-4.1	101	5	-2	-1	1
Cc1ccc(S(=O)(=O)NCCC(=O)Nc2cccc(Cl)c2)cc1	2	10	-4.8	-5.4	99	1	-10	-5	2
CN(c1ccccc1)S(=O)(=O)c1ccc(C(=O)Nc2nnc(-c3ccc(F)cc3)o2)cc1	-7	-6	-1.2	-3.3	104	.	2	3	-26
O=C(Cc1c(O)c2ccccc2[nH]c1=O)NC1CCCCCC1	6	-13	-1.8	-0.7	86	-2	15	0	4
Nc1c2c(nc3c1CCCC3)CCCC2 (tested in a mixture with another compound)	-3	0	-3.9	1.6	96	6	31	1	6
CCn1c(=O)c(CCC(=O)N2CCOCC2)c(C)c2c(C)nn(-c3ccccc3)c21	30	6	-1.1	8.4*	104	-3	-24	-45	.
Cc1c(-c2ccnc3cc(C(=O)O)nn23)cnn1C	12	9	-0.9	2.8	58	7	-1	6	39
CC1CCCCN1C(=O)c1cc(-c2ccc(Cl)c(Cl)c2)on1 (configuration not stated)	6	-8	0.8	0.5	.	2	-12	-15	-17
COc1ccc(-n2cc(-c3ccccc3)c3c(N4CCOCC4)ncnc32)cc1	-22	12	-2.6	0.1	101	4	-1	-15	-5
CCOc1nonc1C(=N)/C(C(C)=O)=C(\C)O	-11	-6	-0.6	-1.6	90	2	2	0	-14
CCN(CC)c1ccc(/C=C(\C#N)C(N)=O)cc1	41	-2	-1.9	-0.1	103	-2	-7	-6	-9
COc1cc(C2C(C#N)=C(N)OC3=C2C(=O)CC(C)(C)C3)c([N+](=O)[O-])cc1OC (configuration not stated)	8	0	2.4	4.0	.	4	5	-4	6
Cc1ccc(N2CCN(C(=O)CNS(=O)(=O)c3ccc(Br)s3)CC2C)cc1 (configuration not stated)	-35	-5	-2.2	-1.6	.	-4	-6	-28	-43
CCCCc1ccc(C2C(C#N)=C(N)SC(N)=C2C#N)s1	-7	3	2.9	-0.3	99	.	30	-2	12
CCSc1nnc(NC(=O)CSc2nc3c(c(=O)n2-c2ccccc2)SCC3)s1	17	3	-0.6	-1.6	112	-7	-1	-3	-12
CC1(C)Cc2ccccc2-c2nnc(-c3ccccc3)n21	-14	-8	-0.9	1.8	78	3	-15	-8	24
O=C(Oc1ccccc1C(=O)N1CCOCC1)c1ccc(Br)cc1	10	2	-1.2	-1.7	99	7	-3	-16	8
COc1ccc(OC)c2[nH]c(=O)c(CCNC(=O)c3ccc(S(=O)(=O)N(C)C)cc3)cc12	18	-22	-3.3	-4.5	.	8	2	-9	8
Cc1nc2ccccc2c(=O)n1/N=C/c1ccccc1F	6	1	-3.9	-1.0	108	6	5	-5	1
O=C(Nc1cc(N2CCOCC2)ncn1)NC1(C(F)(F)F)Oc2ccccc2O1	-18	-4	-2.3	0.6	104	-13	1	1	-5
c1ccc(-n2c(Cc3cn4ccsc4n3)nnc2N2CCOCC2)cc1	9	-8	-3.5	-1.9	102	3	-1	-9	11
COc1ccc(C(=O)O)cc1NC(=S)NC(=O)C(c1ccccc1)c1ccccc1	6	-9	-3.0	-2.6	101	0	21	-15	-2
CN(CC1COc2ccccc2O1)C(=S)Nc1ccccc1F (configuration not stated)	-4	-10	-2.3	-3.0	121	2	-7	-3	-11

Taken from the entries so far for reference:
SMILES	PHOSPHO1 block	p-CIP stab down	IMP-1 inh	VIM-2 inhibitor	MEKK3 PB1 HTS	IDE cell activ	HCV NS3 hel inh	FID counter	UBC9 SUMO inh
CN1CCN(C(=O)CSc2nc(-c3ccncc3)ccc2C#N)CC1	1	4	-3.4	1.6	101	2	-1	-4	13
CCOC(=O)c1sc2nc(CSc3ccccc3)nc(NCCN(C)C)c2c1C	-4	11	-1.9	1.6	110	-1	-86	17	-4
N#Cc1nc(Cc2ccccc2)oc1NCCc1ccccc1	-3	-4	-5.3	-2.4	103	3	-10	-18	-6
COCCn1c(C(C)C)nc2oc3ccccc3c(=O)c2c1=O	20	-12	-3.7	0.1	98	2	3	-6	6
Cc1ccc2nc(NC(=O)C3CCN(S(=O)(=O)c4cccc5nsnc45)CC3)sc2c1	-6	2	2.2	-2.0	100	-1	21	-4	-10
N#Cc1cnc2nc(SCc3ccccc3)nn2c1	33	1	-0.7	4.8	100	0	12	-2	7
CCOc1ccc(CN2CCSCC2)cc1	40	-2	-2.7	-1.6	102	-2	-7	0	15
Cc1ccc(C=Nc2ccccc2C(N)=O)cc1	-2	-14	-2.1	-4.1	101	5	-2	-1	1
Cc1ccc(S(=O)(=O)NCCC(=O)Nc2cccc(Cl)c2)cc1	2	10	-4.8	-5.4	99	1	-10	-5	2
CN(c1ccccc1)S(=O)(=O)c1ccc(C(=O)Nc2nnc(-c3ccc(F)cc3)o2)cc1	-7	-6	-1.2	-3.3	104	.	2	3	-26
O=C(Cc1c(O)c2ccccc2[nH]c1=O)NC1CCCCCC1	6	-13	-1.8	-0.7	86	-2	15	0	4
Nc1c2c(nc3c1CCCC3)CCCC2 (tested in a mixture with another compound)	-3	0	-3.9	1.6	96	6	31	1	6
CCn1c(=O)c(CCC(=O)N2CCOCC2)c(C)c2c(C)nn(-c3ccccc3)c21	30	6	-1.1	8.4*	104	-3	-24	-45	.
Cc1c(-c2ccnc3cc(C(=O)O)nn23)cnn1C	12	9	-0.9	2.8	58	7	-1	6	39
CC1CCCCN1C(=O)c1cc(-c2ccc(Cl)c(Cl)c2)on1 (configuration not stated)	6	-8	0.8	0.5	.	2	-12	-15	-17

Other entries follow:
SMILES	PHOSPHO1 block	p-CIP stab down	IMP-1 inh	VIM-2 inhibitor	MEKK3 PB1 HTS	IDE cell activ	HCV NS3 hel inh	FID counter	UBC9 SUMO inh
CCC(NC(=O)Cc1c(C)c2cc3c(cc2oc1=O)OC(C)(C)CC3)C(=O)O (configuration not stated)	1	-2	-2.0	-0.9	107	3	-5	-30	22
O=C(CSS(=O)(=O)O)N1CCN(C(=O)c2ccoc2)CC1	40	7	-0.6	-2.0	101	10	11	-4	2
Brc1ccc(-c2cn3nc4c(nc3n2)CCCC4)cc1	54	-10	2.3	-0.6	100	-2	-2	-4	1
O=c1c2cnn(-c3ccccc3)c2nc(-c2ccco2)n1-c1ccccc1	-14	6	0.4	-5.3	99	0	-2	-4	9
C=COCCn1c(-c2nonc2N)nc2ccccc21	7	7	-3.1	-3.4	122*	3	-4	-3	-22
O=C(COc1ncnc2sccc12)N1CCN(c2ccccc2)CC1	11	-5	-2.5	-3.0	103	6	-1	-3	1
COc1ccc(C(=O)Nn2cnc3ccccc3c2=O)cc1[N+](=O)[O-]	23	-7	2.3	0.5	99	5	-4	0	13
CCc1ccc(N=C2NC(=O)/C(=C/c3ccc(OCC(=O)O)c(OC)c3)S2)cc1	34	6	-0.6	-0.3	99	0	8	-4	-12
COc1ccccc1/C=C/C1(C(=O)NC2CCCC2)CC(=O)N1c1ccc(F)cc1 (configuration not stated)	-8	3	0.5	-5.0	102	4	0	-24	-10
CN1C(=O)CSC1=NCC12CC3CC(CC(C3)C1)C2	37	-9	-2.1	0.1	97	2	-4	-1	-11
Cc1ccccc1N(CC(=O)N1CCCCCC1)S(C)(=O)=O	.	6	-3.1	-1.9	104	7	4	-9	18
Cc1nn(CC(=O)NCCc2ccco2)c(=O)c2nn(-c3ccccc3)c(C)c12	7	8	-3.9	-2.4	99	9	48*	-30	18
CC(=O)N1CCN=C1SCc1cccc(Cl)c1	26	-16	-4.5	-4.0	105	3	6	-6	10
COc1ccc(Br)cc1/C=N/NC(=O)c1ccc2nc[nH]c2c1	34	0	-2.2	-1.2	94	2	-4	6	-10
COc1ccccc1CN1C(=S)SC(C)(C)C1NO (configuration not stated)	4	-6	-2.3	-0.3	90	3	-11	2	11
Cc1cccc(NC(=O)/C(=C\c2ccco2)NC(=O)c2ccccc2)c1	37	-8	-4.2	-3.2	98	4	7	-7	7
Cc1ccccc1COc1ccc(/C=C(\C#N)C(N)=O)cc1	20	-9	1.3	1.8	92	-3	4	-5	8

Compound activity as filed in PubChem.

Not all compounds are listed, so the mix of outcomes need not match the whole.
